Bioassay records as filed in PubChem.
APEX1 inh = inhibitors of human APE1 endonuclease; Potency, µM (doses to about 65.8 µM), for inactives: at the top dose activity change, negative = inhibition, most hits filed as inhibitors; actives 0.35% (n = 350,000); P27695; recombinant APE1, TAMRA/BHQ-2 abasic DNA cleavage fluorescence;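 note: potency is the fitted concentration of half-maximal effect; plate controls were vehicle for no effect and reference inhibitor for full effect; nearly all actives have a fitted effect of over 55% in size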
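Endonuclease cleavage of a quenched abasic-site DNA duplex (50 nM) by APE1 (0.75 nM) was tracked by TAMRA dequenching. Compounds were preincubated with enzyme 15 min at room temperature; data normalized to buffer-only and DMSO wells plus NSC13755 control.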
Pol kappa inh = blocks human DNA polymerase kappa activity; purified Pol kappa, fluorescent DNA synthesis assay, 10 min; Potency, µM (doses to about 107 µM), for inactives: at the top dose activity, negative = inhibition, most hits filed as inhibitors; actives 0.53% (n = 400,000); AID 588579; note: potency is the fitted concentration of half-maximal effect; % is set by controls: 0 for no effect and ±100 for the full control effect
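Here, compound and 10 nM enzyme are combined for 15 min at room temperature; adding 50 nM substrate (final) starts DNA synthesis, tracked by fluorescence at 0 and 10 min against buffer-only wells.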
POLH inh = DNA polymerase eta (human) inhibition; Q9Y253; recombinant Pol eta, fluorescent DNA replication assay; Potency, µM (doses to about 114 µM), for the others: at the top dose activity change, negative = inhibition, hits mostly inhibitors; actives 1.2% (n = 390,000); AID 588591; note: potency is the fitted concentration of half-maximal effect; % is set by controls: 0 for no effect and ±100 for the full control effect
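Fluorescent replication assay: 50 nM final substrate added after a 15 min room-temperature compound preincubation with 10 nM enzyme. Signal taken at 0 min and again at 10 min.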
Apoferritin bind = binds horse apoferritin like a general anesthetic; actives 0.074% (n = 350,000); apoferritin/1-aminoanthracene competitive binding, fluorescence; Potency, µM (highest dose often 77.5 µM), without a hit: at the highest dose activity change, negative = displacement, usual class: inhibitors; P02791; AID 485281; note: potency is the fitted concentration of half-maximal effect; % is set by controls: 0 for no effect and ±100 for the full control effect; nearly all actives have a fitted effect of over 20% in size
Target sequence (P02791 2-175 limits assumed): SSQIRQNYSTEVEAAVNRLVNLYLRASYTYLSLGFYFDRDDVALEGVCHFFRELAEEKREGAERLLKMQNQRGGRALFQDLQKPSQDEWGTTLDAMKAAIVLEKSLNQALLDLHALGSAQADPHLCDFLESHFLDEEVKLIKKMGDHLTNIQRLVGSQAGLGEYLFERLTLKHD
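Horse-spleen apoferritin (10 uM) in 50% saturated 1-aminoanthracene in PBS was incubated 10 min at room temperature with compound. Fluorescence (ex 380, em 535 nm) was normalized to free and bound 1-AMA, with concentration-response fitted by a four-parameter Hill equation.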
POLB inh = inhibitors of human DNA polymerase beta | P06746 | Pol beta primer extension/strand displacement, fluorescence kinetic | Potency, µM (highest dose often 114 µM), inactives show at the highest dose activity change, negative = inhibition, actives largely listed as inhibitors | actives 1.3% (n = 340,000) | AID 485314; note: potency is the fitted concentration of half-maximal effect; % is set by controls: 0 for no effect and ±100 for the full control effect
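Kinetic readout of DNA synthesis with strand displacement by Pol beta. Compound and 10 nM enzyme sit 15 min at room temperature; 50 nM substrate starts the reaction, read immediately and at 10 min.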
BLM helicase inh = blocks DNA unwinding by human BLM helicase; P54132; recombinant BLM DNA unwinding, fluorescence dequenching; Potency, µM (highest dose often 56.1 µM), without a hit: at the highest dose activity change, negative = inhibition, most hits filed as inhibitors; AID 2528; actives 0.2% (n = 350,000);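 note: potency is the fitted concentration of half-maximal effect; plate controls were vehicle for no effect and no enzyme for full effect; nearly all actives have a fitted effect of over 35% in size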
PGK inhibitor = blocks T. brucei phosphoglycerate kinase. actives 0.043% (n = 380,000). P07378. PGK/GAPDH coupled, Kinase-Glo luminescence, 60 min. Potency, µM (top dose mostly 57.5 µM), for the others: top-dose activity change, negative = inhibition, hits mostly inhibitors; note: potency is the fitted concentration of half-maximal effect; % is set by controls: 0 for no effect and ±100 for the full control effect; nearly all actives have a fitted effect of over 60% in size
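Luminescent ATP detection (Kinase-Glo Plus) follows a 60-minute room-temperature incubation, with wells lacking PGK as controls. Buffer: 100 mM TEA (pH 7.6), 5 mM MgCl2, 0.01% Tween-20. Coupling enzyme GAPDH (100 nM final) supplies unstable 1,3-BPG in-well.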
POLI inh = blocks human DNA polymerase iota activity; Pol iota fluorescent replication assay, 10 min; Q9UNA4; actives 1% (n = 390,000); Potency, µM (top dose mostly 115 µM), for the others: at the top dose activity, negative = inhibition, most hits filed as inhibitors; note: potency is the fitted concentration of half-maximal effect
Target sequence (Q9UNA4 whole entry, looked up): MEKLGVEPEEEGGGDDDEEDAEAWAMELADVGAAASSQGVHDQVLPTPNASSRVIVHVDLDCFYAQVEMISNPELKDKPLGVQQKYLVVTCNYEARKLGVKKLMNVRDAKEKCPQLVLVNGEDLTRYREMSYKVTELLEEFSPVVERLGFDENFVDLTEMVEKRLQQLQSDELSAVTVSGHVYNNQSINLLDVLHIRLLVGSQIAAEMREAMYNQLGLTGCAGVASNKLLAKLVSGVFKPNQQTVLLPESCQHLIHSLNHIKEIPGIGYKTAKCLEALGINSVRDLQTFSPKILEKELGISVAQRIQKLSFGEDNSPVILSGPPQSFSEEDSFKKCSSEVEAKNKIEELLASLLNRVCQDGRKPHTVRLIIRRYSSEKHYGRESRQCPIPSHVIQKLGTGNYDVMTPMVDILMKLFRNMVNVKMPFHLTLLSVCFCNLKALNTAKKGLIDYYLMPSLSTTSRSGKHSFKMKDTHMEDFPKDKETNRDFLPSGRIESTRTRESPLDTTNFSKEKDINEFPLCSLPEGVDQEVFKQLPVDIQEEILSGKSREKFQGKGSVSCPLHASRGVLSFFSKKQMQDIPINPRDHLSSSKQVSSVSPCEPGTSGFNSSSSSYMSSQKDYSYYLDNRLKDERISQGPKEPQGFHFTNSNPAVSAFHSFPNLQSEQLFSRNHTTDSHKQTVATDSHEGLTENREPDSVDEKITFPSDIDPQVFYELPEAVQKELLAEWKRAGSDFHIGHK
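Fluorescent replication assay read twice, at 0 min and 10 min after adding 50 nM (final) substrate. Enzyme (10 nM) and compounds were first incubated 15 min at room temperature; enzyme-free buffer wells were negative controls.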
RXFP1 antagonist = antagonists of human relaxin receptor RXFP1. Q9HBX9. actives 0.59% (n = 350,000). HEK293-RXFP1, relaxin-stimulated cAMP HTRF, 30 min; hits give low values. activity change, negative = inhibition, % at 57.5 µM;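 active = activity change of -60% or lower, but not beyond a set lower limit; inconclusive = change between -60% and -40%, or beyond the set limit; inactive = change above -40%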; note: % is set by controls: 0 for no effect and ±100 for the full control effect
An asterisk follows results filed as active; i = inactive; u = inconclusive; x = not tested or not shown; [ ] = remark or other dose. Unless noted, calls come from the whole dose curve; as a rule, active = well fitted curve in the direction sought with a large enough effect; inconclusive = small, poorly fitted or top-dose-only effect, or another doubt; inactive = no such curve, though single readings can be large; an effect the other way counts as inactive or inconclusive. This is a subset. The share of hits here may be higher or lower than overall.

The line under a structure holds: APEX1 inh	Pol kappa inh	POLH inh	Apoferritin bind	POLB inh	BLM helicase inh	PGK inhibitor	POLI inh	RXFP1 antagonist
1. NC(=O)c1cccnc1Nc1ccccc1Cl
 : 1%	-14%	-23%	3%	0%	-3%	i	45%[activator]	-18
2. CC(C)(C)OC(=O)N1CCCC1C(=O)N1CCCC1C(=O)N1CCCC1C(=O)O (stereo not drawn)
 : 0%	-7%	-13%	4%	-1%	-2%	i	7%	4
3. COCc1cc(C)nc(N/N=C/c2ccc(-c3ccc(Cl)cc3[N+](=O)[O-])o2)c1C#N
 : -7%	-9%	-18%	u	u	-13%	-6%	17%	-21
4. C/C(=N\NC(=O)c1c(Br)c(C)nn1C)c1cccc(NC(=O)c2ccccc2C)c1
 : 2%	-5%	-1%	-18%	17%	-4%	0%	20%	-8
5. CSc1n[nH]c(=S)n1N
 : 5%	4%	-16%	-4%	11%	-3%	0%	50%	2
6. COCCn1c(CNc2ccc(F)cc2)nnc1SCC(=O)Nc1ccc(OC)cc1OC
 : -1%	-6%	-3%	-6%	1%	-3%	i	-2%	-15
7. CCCCOc1ccc(CNC(=O)CN2C(=O)CCn3nc(-c4cn(C)c5ccccc45)cc32)cc1
 : x	-5%[60.1 µM]	-1%	-9%	1%	-1%	-12%	-12%	-17
8. COc1ccc(-c2noc(-c3ccc(NCCc4ccccc4)c([N+](=O)[O-])c3)n2)cc1
 : x	-8%	-14%	-1%	-25%	-3%	-5%	-13%	x
9. CC(C)c1ccc(C2NC(=O)NC3=C2CCc2ccccc23)cc1 (stereo not drawn)
 : -4%	-4%	-6%	-14%	-25%	-4%	1%	14%	-15
10. O=C(CCCn1c(=O)[nH]c2ccsc2c1=O)Nc1ccc(F)cc1
 : 2%	-7%	-5%	-2%	5%	-3%	11%	3%	8
11. O=C(NCCc1ccccc1)c1ccc(=O)[nH]c1
 : 2%	-8%	3%	-8%	3%	0%	-2%	1%	-7
12. CCCn1c2ccccc2c2cnn(CC(=O)NCC3CCN(Cc4ccccc4C)CC3)c(=O)c21
 : x	-12%	-8%	-13%	28%	-9%	4%	30%	-10
13. CCOc1ccccc1C(=O)NCCNC(=O)c1ccccc1OCC
 : x	4%	-21%	x	x	x	i	170%[activator]	9
14. Cc1ccc(C2C(C#N)=C(N)Oc3c2c(=O)n(C)c(=O)n3C)cc1 (stereo not drawn)
 : -7%	-11%	-3%	-6%	6%	1%	-6%	u	7
15. O=C(/C=C/NNC(=O)c1cccc(Br)c1)c1ccccc1
 : 0%	-6%	u	u	7%	-7%	-8%	-14%	-9
16. Cc1c(NC(=O)c2nc3ccccc3nc2N2CCCCC2)cccc1[N+](=O)[O-]
 : x	6%	-19%	-11%	1%	-9%	-10%	11%	x
17. CCn1cc(C(=O)Nc2ncccc2O)c(=O)c2cc(F)c(N3CCN(C(=O)c4ccco4)CC3)cc21
 : 14%	-29%	-2%	-7%	-20%	-1%	7%	71µM*	-2
18. CN(CC(=O)Nc1ccc(N2CCOCC2)cc1)C(=O)COc1ccccc1F
 : -3%	-10%	-4%	-9%	-19%	-6%	0%	59%[activator]	-20
19. O=C(Nc1ccc(Cl)cc1)N1CCCN(c2ccc(C(F)(F)F)cc2[N+](=O)[O-])CC1
 : -5%	-16%	-25%	-21%	0%	-12%	-2%	55%[activator]	-18
20. O=C(NCc1ccco1)c1cnn2c(C(F)(F)F)cc(-c3ccccc3)nc12
 : 14%	-2%	-12%	0%	1%	-5%	-7%[11.5 µM]	2%	-9
21. O=C1Nc2ccccc2/C1=N\N=C\C1=C(N2CCOCC2)C(=C\c2ccccc2)/CC1
 : 1%	x	x	u	2%	-14%	x	x	x
22. CC(C)(C)OC(=O)N1CCCC(C(=O)Nc2ccc(C(=O)NC3CC3)cc2)C1 (stereo not drawn)
 : x	6%	-18%	x	x	x	-5%	40%[activator]	x
23. COc1ccc(NC(=S)NNC(=O)COc2ccc(Cl)cc2Cl)cc1
 : 7%	-13%	-10%	-7%	0%	0%	-4%	3%	-4
24. Cc1cccc(NC(=O)CCc2ccccc2)c1
 : 18%	0%	-22%	u	-1%	6%	-8%	258%[activator]	-6
25. Cc1ccc(/C=C/C2=NN(Cc3ccc(Cl)c(Cl)c3)C(=O)CC2)cc1
 : 3%	-6%	-9%	-13%	2%	-8%	1%	7%	-16
26. Cc1ccc(OCC(=O)NC2CC(C)(C)NC(C)(C)C2)c(C)c1
 : 2%	-10%	1%	7%	62%	-9%	6%	-27%	10
27. O=S(=O)(c1ccc2oc(=S)[nH]c2c1)N1CCOCC1
 : 7%	-3%	0%	x	x	x	-2%	12%	9
28. Cc1ccc(C(=O)Nc2ccc3oc(-c4ccccc4C)nc3c2)cc1
 : x	3%	x	-6%	2%	-3%	x	27%	-11
29. CCC(=O)Nc1ccc(NC(=O)c2cccc3ccccc23)cc1
 : 6%	-4%	-3%	2%	10%	-3%	1%	87%[activator]	-1
30. O=C(NCCNC(=O)c1ccc(Br)o1)c1ccc(Br)o1
 : 4%	-9%	2%	-6%	1%	-2%	-3%	4%	3
31. COc1ccc2[nH]c(C(=O)N(Cc3ccccn3)Cc3ccccn3)cc2c1
 : -3%	-13%	-12%	-12%	12%	-3%	-8%	48%[activator]	4
32. C=CCNC(=O)NC(=O)COn1nnc2ccc(S(=O)(=O)N(C)C)cc21
 : 19%	-10%	-5%	-4%	22%	5%	-4%	13%	11
33. COC(=O)c1oc2ccc(Br)cc2c1NC(C)=O
 : -5%	0%	-22%	2%	12%	3%	5%	57%[activator]	2
34. Cc1cnc(C(=O)OCC(=O)N2C(C)CCCC2C)cn1 (stereo not drawn)
 : 29%	8%	-8%	x	x	x	-2%	-2%	9
35. CCN1C[C@@H]2[C@@H]3C(=O)N(Cc4ccccc4)C(=O)[C@@H]3[C@](C)(C1=O)N2C(=O)c1ccc(C(F)(F)F)cc1
 : x	7%	3%	x	x	x	-5%	22%	x
36. O=C(/C=C/c1ccc(OCc2ccccc2)c(OCc2ccccc2)c1)c1cccnc1
 : 5%	-8%	-10%	-18%	3%	-18%	-1%	u	9
37. CCc1c(C(=O)NNC(=S)NCCc2ccccc2)csc1C
 : 3%	9%	-16%	-18%	24%	0%	-2%	-2%	-26
38. Cc1ccc(NC(=O)C2CCCN(S(=O)(=O)c3ccc4[nH]c(=O)ccc4c3)C2)cc1Cl (stereo not drawn)
 : x	-3%	-12%	u	20%	1%	-10%	25%	-3
39. COc1ccc(NC(=O)COC(=O)CCc2nc3ccccc3c(=O)[nH]2)c(OC)c1
 : 43%[activator]	-3%	-20%	x	x	x	-6%	11%	-7
40. COc1cccc(CC(=O)Nc2ccc(S(=O)(=O)N3CCCCC3)cc2)c1
 : 8%	-8%	-19%	x	x	x	4%	11%	3
41. CC1(C)CC(=O)c2sc(NC(=O)Cc3cccs3)nc2C1
 : 8%	-15%	14%	1%	-25%	5%	-2%	-2%	4
42. CCc1nc(Nc2cccc(F)c2)c2oc3ccccc3c2n1
 : 20%	-4%	-20%	-2%	1%	-6%	-9%	16%	-14
43. CC(C)(C)C(=O)O/N=C(\N)c1c(Cl)cccc1Cl
 : 16%	-10%	-20%	-13%	33%[activator]	-4%	0%	24%	1
44. COC(=O)c1ccc(C(=O)Nc2ccc(C(C)C)cc2N)cc1
 : 1%	-8%	6%	-8%	-13%	5%	i	38%[activator]	-4
45. COc1cc(C2NC(=O)NC(O)(C(F)(F)F)C2C(=O)c2cccs2)ccc1O (stereo not drawn)
 : 1%	-14%	2%	7%	-21%	-1%	-6%	13%	16
46. CCC1CC(/C(C)=N/NC(N)=O)OC1=O (stereo not drawn)
 : -2%	-3%	-14%	-3%	42%	-6%	5%	9%	-21
47. COc1ccc(-c2noc(CSCC(=O)Nc3cc(OC)c(OC)c(OC)c3)n2)cc1OC
 : x	4%	-7%	-4%	4%	-1%	4%	-2%	10
48. CC(=O)Nc1ccc(C2=CC(=O)C[C@H](c3ccc4c(c3)OCO4)C2)cc1
 : 6%	1%	-13%	x	x	x	4%	37%[activator]	x
49. COc1ccc(OC)c(NC(=O)COc2ccc(S(=O)(=O)N3CCCC3)cc2)c1
 : 4%	-10%	-13%	-9%	25%	-6%	-3%	55%[activator]	10
50. O=C(NCCc1ccc(Cl)cc1)c1cccs1
 : -4%	-2%	-15%	-21%	5%	-12%	-6%	31%[activator]	7
51. CCn1cc(C(=O)NCCCN2CCC(C)CC2)c(=O)c2cc(S(=O)(=O)N3CCCC3)ccc21
 : 2%	-2%	-25%	-8%	4%	4%	3%	19%	0
52. Cc1[nH]c2ccc(C(=O)N3CCCCC3)cc2c1C
 : 8%	-13%	-9%	u	0%	-3%	-6%	118%[activator]	-14
53. CC(C)c1ccc(N=C(N)N=C(N)N)cc1
 : 0%	-1%	14%	0%	0%	2%	-2%	77%[activator]	-1
54. COc1ccc(C(=O)c2ccc3oc(-c4ccc(OC)cc4)c(-c4ccc(O)cc4)c3c2)cc1
 : 17%	7%	-1%	x	x	x	-2%	21%	x
55. Cc1ccc(NC(=O)c2cnc(SCC(=O)NCC3CCCO3)n(C)c2=O)cc1 (stereo not drawn)
 : 32%	-1%	-8%	x	x	x	-4%	8%	-20
56. COc1ccccc1NC(=O)C1=C(C)Nc2nc(-c3ccc(N(C)C)cc3)nn2C1c1ccncc1 (stereo not drawn)
 : -5%	-2%	2%	-20%	11%	-1%	0%	-3%	-10

Compounds listed so far that contain a tert-butyl group (three):
The line under a structure holds: APEX1 inh	Pol kappa inh	POLH inh	Apoferritin bind	POLB inh	BLM helicase inh	PGK inhibitor	POLI inh	RXFP1 antagonist
2. CC(C)(C)OC(=O)N1CCCC1C(=O)N1CCCC1C(=O)N1CCCC1C(=O)O (stereo not drawn)
 : 0%	-7%	-13%	4%	-1%	-2%	i	7%	4
22. CC(C)(C)OC(=O)N1CCCC(C(=O)Nc2ccc(C(=O)NC3CC3)cc2)C1 (stereo not drawn)
 : x	6%	-18%	x	x	x	-5%	40%[activator]	x
43. CC(C)(C)C(=O)O/N=C(\N)c1c(Cl)cccc1Cl
 : 16%	-10%	-20%	-13%	33%[activator]	-4%	0%	24%	1
